# Screens deposited in PubChem by NCI.
# Growth percent in the NCI-60 one-dose screen (48 h, 10 µM unless noted): 100 = growth as untreated, 0 = no growth, -100 = all killed.
# CAKI-1 – CAKI-1 renal cancer | 4.7% of 75,000 active | AID 1794772
# OVCAR-8 – OVCAR-8 ovarian cancer | 4.4% of 81,000 active | AID 1794782
# OVCAR-5 – OVCAR-5 ovarian cancer | AID 1794783 | 2.9% of 82,000 active
# A498 – A498 renal cancer cells; 5.4% of 76,000 active
# RXF 393 – RXF 393 renal cancer cells; 6.9% of 77,000 active; AID 1794773
# OVCAR-4 – OVCAR-4 ovarian cancer cells; 3.7% of 80,000 active; AID 1794784
# OVCAR-3 – OVCAR-3 ovarian cancer | 7% of 79,000 active | AID 1794787
# ACHN – ACHN renal cancer; 4.9% of 81,000 active
# * hit, by the source's call; · = no result given. The calls were made as follows: active = growth percent below 10; inactive = the rest. Not a hit list; any-hit rate near 10%.
SMILES,CAKI-1,OVCAR-8,OVCAR-5,A498,RXF 393,OVCAR-4,OVCAR-3,ACHN
CCOC(=O)C1=C(C)N(c2ccc(OC)cc2)C2(O)C=CC(O)=C(C#N)C12C#N (stereo not drawn),104.4,101.3,100.4,133.4,100.8,94.2,104.0,102.0
CCOC(=O)c1c(NCC(=O)Nc2ccc(Br)cc2)sc2c1CCCC2,27.0,36.5,27.2,·,-50.1*,35.5,10.3,14.8
Clc1ccc2c(c1)sc1nc(-c3c[nH]c4ccccc34)c(Nc3ccc(Br)cc3)n12,61.5,95.8,97.5,80.3,104.2,90.2,93.7,83.3
CC(=O)Oc1ccc2c(C)cc(=S)oc2c1OC(C)=O,92.8,·,104.0,103.9,·,95.4,86.5,97.2
O=C(O)CC/C(=N\Nc1ccc([N+](=O)[O-])cc1[N+](=O)[O-])C(=O)O,101.0,107.9,116.6,94.8,110.2,109.9,102.0,102.3
CCC(CO)(CO)CO,95.3,103.7,102.8,·,108.9,92.8,116.9,103.1
COc1ccc(NC(=O)c2sc3nc(C)c(C(=O)/C=C/c4cccc(OC)c4)cc3c2N)cc1,32.9,11.6,59.6,14.3,-11.4*,69.1,-18.4*,52.3
COC(=O)[C@H]1Cc2c[nH]c3cccc(c23)N(C)[C@@H](C(C)C)C(=O)N1,100.9,95.6,103.7,50.8,113.7,107.8,102.8,104.0
Nc1nc(N)c(-c2ccc(Cl)cc2)c(C=O)n1,94.6,99.3,107.3,85.2,89.9,98.9,105.5,93.8
COc1ccc(N=Nc2c(N)nn3c(-c4ccc([N+](=O)[O-])cc4)ccnc23)cc1,88.9,106.9,113.5,113.5,108.8,92.8,112.6,106.7
COc1cc(C2Nc3cc(C)c(C)cc3-n3c(C)cc(=O)n32)cc(OC)c1OC (stereo not drawn),85.6,95.5,102.0,97.9,104.0,103.2,116.7,101.5
CN1C(=O)/C(=C\c2cnc(-c3cccnc3)s2)c2ccccc21,101.1,99.1,98.3,99.1,107.1,101.1,108.3,100.9
CCOC(=O)C1=C(C(C)=O)C(c2ccc([N+](=O)[O-])cc2)C(C(C)=O)=C(C(=O)OCC)N1,91.5,109.0,98.3,110.9,98.5,106.2,112.1,101.2
O=C(CN1C(=O)NC2NC(=O)NC21)N/N=C/C=C/c1ccccc1[N+](=O)[O-] (stereo not drawn),83.2,101.3,101.8,90.0,·,101.4,106.3,98.6
CCOC(=O)c1c([N+](=O)[O-])c(C)[nH]c(=O)c1C#N,105.4,108.9,108.2,97.4,119.8,107.8,112.1,95.6
Fc1ccc([C@@H]2CCNC[C@H]2COc2ccc3c(c2)OCO3)cc1,67.0,95.9,73.5,86.1,71.7,90.0,81.3,67.0
COCCN(CCOC)/N=N/c1nc[nH]c1C(N)=O,71.9,98.3,116.6,106.4,134.7,78.8,112.1,106.4
COc1ccc(/C=C/C(=O)c2ccc(Nc3nc(NCCO)nc(Nc4ccc(Cl)cc4)n3)cc2)cc1,81.4,71.8,95.7,69.2,66.3,62.6,73.1,67.7
CC1CCOC(c2ccc(Cl)cc2Cl)O1 (stereo not drawn),102.2,109.9,100.0,105.3,102.8,101.3,111.3,106.2
CN(C)CCc1c[nH]c2ccc(Cn3cncn3)cc12,92.1,108.2,98.6,95.4,102.8,100.4,111.7,89.4
O=C(Nc1ccccc1O)c1ccc(NS(=O)(=O)c2cccc3cccnc23)cc1,44.7,23.9,16.5,45.5,69.8,74.5,62.5,52.1
NC(N)=N/N=C/c1ccc([N+](=O)[O-])cc1,·,108.1,99.1,79.7,101.9,101.6,116.6,106.5
COc1ccc2oc(=O)cc(/C=N\Nc3nc(-c4ccc(Cl)cc4Cl)cs3)c2c1,·,96.8,104.0,85.9,101.7,107.9,112.1,·
CCCn1cnc2c(c1=N)C(c1ccc(OC)cc1)c1sc3c(CC)cccc3c1O2 (stereo not drawn),32.8,26.9,41.1,-11.5*,-13.3*,71.8,6.0*,35.7
CCC(=O)Nc1ccc(C(=O)NCCN(CC)CC)cc1,93.0,113.4,110.5,106.5,114.9,113.2,108.1,109.3

# (listing goes on)
SMILES,CAKI-1,OVCAR-8,OVCAR-5,A498,RXF 393,OVCAR-4,OVCAR-3,ACHN
O=C(Oc1ccc(-c2ccccc2)cc1)c1ccccc1C(=O)c1ccccc1,81.5,100.5,125.1,78.9,121.8,·,100.9,111.2
COc1cc(-c2ncn(/C=C\C(=O)OC(C)C)n2)cc(C(F)(F)F)c1,14.3,9.4*,18.4,-53.8*,-41.1*,0.6*,-42.1*,11.5
COc1ccc(-c2cc(-c3nc4ccccc4[nH]3)[nH]n2)cc1,56.4,·,93.0,38.1,57.8,67.6,74.8,53.3
CCOC(=O)C[n+]1cccc2c3ccccc3ccc21,96.5,103.7,96.9,128.2,106.6,96.2,100.2,107.3
O=C(O)c1ccc(C(=O)O)nc1,102.0,100.2,98.8,95.3,·,105.2,111.0,93.3
O=c1[nH]c(=S)[nH]cc1Oc1ccc(Cl)cc1Cl,82.8,95.1,83.8,98.7,94.9,85.2,133.6,95.3
Nc1c(C(=O)Nc2cccc(C(F)(F)F)c2)sc2nc3c(cc12)CCCCC3,16.2,21.3,35.5,-21.8*,-20.7*,·,3.4*,-67.4*
O=C1/C(=C/c2ccc(F)cc2)SC(=S)N1N1CCOCC1,89.9,99.2,99.4,118.3,102.4,117.1,106.9,105.0
O=[N+]([O-])c1c(O)c(Cl)cc(Cl)c1Cl,101.6,101.0,91.6,110.0,103.6,108.5,110.6,103.2
CCOP(=O)(OCC)/C(=C\n1c(=S)[nH]c2cc(C)ccc21)C(=O)OC,98.2,95.1,106.6,80.3,112.0,94.9,104.8,97.0
O=C(/C=C/c1cc(-c2cc3ccccc3o2)n(-c2ccccc2)n1)c1ccccc1,85.0,100.7,99.6,98.8,111.8,98.4,109.7,106.4
COc1ccc2[nH]c(=O)cc(-n3nc(C)c(C#N)c3N)c2c1,87.1,102.8,106.6,·,109.6,114.2,106.5,106.7
CC1(C)CC(O)CCCCCCOc2c(CN)cccc2NC(=O)c2nc(cnc2N)-c2ccc(cc2)S1(=O)=O (stereo not drawn),18.1,23.5,68.4,·,19.6,-22.1*,-5.2*,24.7
O=C(Cc1c(-c2cccc([N+](=O)[O-])c2)n(-c2ncnc3c2c(-c2ccccc2)c(-c2ccccc2)n3Cc2ccccc2)[nH]c1=O)c1ccc(Cl)c(Cl)c1,21.1,34.3,66.8,70.3,44.9,31.6,46.5,40.4
COC(=O)c1ccc(O)c(CN2CCN(c3cc4c(cc3F)c(=O)c(C(=O)O)cn4C3CC3)CC2)c1,91.8,98.8,105.1,112.0,103.1,114.4,104.6,103.1
CCC(=O)N(CCC(C)C)c1ccccc1,99.7,105.0,103.2,106.7,120.1,111.8,108.3,114.3
O=C(NCCCCCCNC(=O)c1c2c(nc3ccccc13)-c1cccnc1SC2)c1c2c(nc3ccccc13)-c1cccnc1SC2,61.5,78.2,57.9,76.5,73.4,79.6,·,65.8
COc1cc(C(=O)NNC(=O)c2ccc(NC(=O)CN)cc2)cc(OC)c1OC,·,81.0,111.3,91.8,110.4,112.0,112.5,·
COc1ccc2nc(NC(=O)CN3CCn4c(nnc4C(F)(F)F)C3)sc2c1,77.7,96.5,97.9,·,91.0,104.0,93.7,90.7
CCN(CC)C(=O)C1CC=CCC1C(=O)O (stereo not drawn),87.5,94.6,99.0,103.7,120.8,88.4,85.9,99.7
CC(C)N1C(=O)c2ccccc2C1=O,92.3,106.6,101.1,88.7,123.8,101.9,105.2,103.4
Nc1nonc1-c1nc2ccccc2n1CC(=O)Nc1ccc(F)c(Cl)c1,74.4,54.2,85.7,87.4,64.3,64.5,73.5,43.9
c1ccc(-n2c3ccccc3c3ccccc32)cc1,103.8,87.7,109.3,139.1,·,103.7,121.3,103.3
CC(=O)c1nn(-c2ccccc2)/c(=N/N=Cc2cn(-c3ccccc3)nc2-c2cc3ccccc3oc2=O)s1,88.5,103.5,106.4,119.5,111.5,104.3,116.1,101.0
COc1ccccc1-c1nc2cc(C(=O)NCc3ccccc3)ccc2n1C1CCCCC1,89.6,101.8,90.3,97.2,109.1,117.5,111.7,93.5

# Remaining list, next part.
SMILES,CAKI-1,OVCAR-8,OVCAR-5,A498,RXF 393,OVCAR-4,OVCAR-3,ACHN
COC(=O)C1(CC(=O)c2ccc(OC)cc2)NC(=S)NC(=O)C1C#N (stereo not drawn),96.6,113.2,122.1,129.3,110.5,114.5,122.4,110.0
COc1ccc(N2C(=O)C(Oc3ccccc3)C2c2ccc(Cl)cc2)cc1 (stereo not drawn),82.2,88.5,94.4,89.8,120.7,76.7,96.2,88.9
C/C=C(\C)C(C(=O)NC1CCCCC1)N(C(=O)C1CCc2cc(F)ccc2O1)c1ccc(F)c(Cl)c1 (stereo not drawn),64.1,88.6,94.7,78.5,87.6,66.4,82.7,90.3
CCCN(CCC)c1ccc(N=Nc2cc(Cl)ccc2Cl)cc1,97.9,104.2,87.0,102.3,131.4,113.2,113.2,105.4
CNC(=O)c1cc(Oc2ccc3nc(NC(=O)NCCCN4CCCC4)sc3c2)ccn1,101.1,94.8,116.8,74.0,99.1,83.3,103.2,100.3
COc1ccc(-c2nonc2-[n+]2noc(=O)[nH]2)cc1,84.8,106.7,102.6,·,111.5,105.7,112.9,111.7
C=C(C=O)[C@@H]1CC[C@]2(C)[C@H](C(=O)C=C3[C@H]4C[C@](C)(C(=O)OC)CC[C@]4(C)CC[C@]32C)[C@@]1(C)CCC#N,7.5*,13.5,-25.7*,115.0,·,20.6,-47.2*,-12.5*
CC(NCCOC(=O)c1ccc([N+](=O)[O-])cc1)c1ccccc1 (stereo not drawn),101.6,109.5,95.0,111.7,115.6,104.9,120.1,101.7
O=C(OCc1ccc(Cl)c(Cl)c1)OCc1ccc(Cl)c(Cl)c1,96.9,94.6,95.1,101.7,99.7,·,108.9,94.5
Cc1ccc2nc3c(cc2c1)CSc1nnc(-c2ccc[nH]c2=S)n1N3,78.7,100.1,99.5,101.0,·,109.2,99.5,97.4
COC(=O)C(Cc1ccccc1)N1CC(=O)N2[C@@H](c3ccccc3)SC[C@H]2C1=O (stereo partly drawn),92.3,103.2,98.4,89.9,114.8,104.8,109.7,104.3
O=C(Nc1ccc2ccccc2c1)C(F)(F)F,·,107.0,117.6,102.8,111.6,104.2,114.0,105.1
O=C1NC(=O)/C(=C/c2ccccc2[N+](=O)[O-])S1,83.5,102.4,110.2,·,109.6,89.9,93.2,84.4
CC(C)(C)n1cc(-c2ccnc(NCCCNS(=O)(=O)c3ccc(F)cc3)c2)c(-c2cccc(F)c2)n1,53.6,54.8,69.0,70.2,68.0,79.2,74.8,61.4
Brc1ccc(-c2ccnc3c2c(-c2ccccc2)nn3-c2ccccc2)cc1,100.6,105.5,104.1,98.5,109.7,113.6,111.1,111.0
COCCOC(=O)c1ccc(C(C)C)cc1,99.4,103.4,104.4,92.8,124.4,103.9,99.5,106.7
Nc1ccc2c(O)c(N=Nc3ccc(N=Nc4ccc(S(=O)(=O)O)cc4)cc3)c(S(=O)(=O)O)cc2c1,·,97.9,111.8,·,105.7,114.7,110.9,105.2
CC(=O)OC(COC(c1ccccc1)(c1ccccc1)c1ccccc1)Cn1cnc2c1c(=O)n(C)c(=O)n2C (stereo not drawn),67.1,100.1,98.8,103.7,112.9,86.9,101.4,92.0
CC(=O)OC1(C)C=Cc2ccccc2/C1=N/S(=O)(=O)c1ccccc1 (stereo not drawn),94.1,93.0,89.8,92.7,85.9,78.9,84.4,89.1
O=C(c1ccc(Br)cc1)c1cc2ccccc2o1,87.4,101.3,98.4,66.3,115.1,96.6,·,101.5
O=C(CN1CCN(c2cc3c(cc2F)c(=O)c(C(=O)O)cn3C2CC2)CC1)Nc1nnc(-c2ccccc2)s1,·,87.0,102.8,74.2,93.8,99.5,104.1,113.3
Cc1ccc2nc(-c3ccc(-c4nnc(SCC(=O)Nc5ccc(C(=O)/C=C/c6ccc(Cl)cc6)cc5)o4)cc3)[nH]c2c1,103.3,101.5,111.4,114.6,116.3,102.6,118.7,104.2
O=C(Nc1nc2ccc([N+](=O)[O-])cc2s1)Nc1ccccc1Br,64.1,51.4,84.4,21.4,62.2,12.2,25.9,47.3
C/C(=C/c1ccccc1)OC(=O)c1ccccc1,99.0,106.1,94.9,86.7,123.7,107.3,107.8,106.5
